Tat transport: E. coli Tat transport inhibition; E. coli MC4100 TorA-mCherry Tat export, fluorescence; inhibition, % at 10 µM; 340,000 tested, 0.036% active;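 active means mean replicate inhibition at least 50% and at least half of replicates individually reaching 50%; inconclusive means only one of the two criteria met; inactive means neither criterion met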;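 further: exported cargo escapes ClpAP degradation while cytoplasmic cargo is degraded and loses fluorescence; 0% = median of neutral control wells and 100% = median of NaSCN control wells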
CAL PDZ FP-1: blocks peptide binding to human CAL PDZ domain | AID 504414 | purified CAL PDZ, TMR-peptide fluorescence polarization, 1 h | 330,000 tested, 0.02% active | Q9HD26 | inhibition, % at 20 µM;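 active means highest replicate inhibition of at least 40%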;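 further: plate controls were DMSO neutral control wells for no effect and unlabeled competitor peptide control wells for full effect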
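Material – purified CerCALP PDZ construct · Detection – FP readout, S and P plane fluorescence · Measure – percent inhibition from loss of millipolarization · Controls – unlabelled peptide for full inhibition, DMSO wells as neutral · Probe or stimulus – TMR-labelled reporter peptide T*-PRC34 bound in PDZ groove · Times – 1 h at RT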
AddAB inh: less growth of phage-infected E. coli with AddAB | E. coli expressing H. pylori AddAB, absorbance growth | inhibition, % at 11.9 µM | 330,000 tested, 0.29% active | AID 435030; in the data active means inhibition above about 12%;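 further: 0% = vehicle wells of infected cells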
CAL PDZ FP-2: blocks peptide binding to the human CAL PDZ domain; purified CAL PDZ, TMR-peptide fluorescence polarization, 1 h; inhibition, % at 24.9 µM; 300,000 tested, 0.92% active; AID 602252;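 active means mean inhibition of at least 30% with at least half of replicates also reaching 30%; inconclusive means no clear call, values can overlap the other calls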;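 further: 0% = DMSO neutral control and 100% = excess unlabeled competitor peptide PRC23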
phage Ecoli inh: E. coli growth loss with phage present | inhibition, % at 11.9 µM | growth absorbance | 360,000 tested, 0.26% active | AID 651602; in the data active means inhibition above about 11%
E coli growth: counter-screen for AddAB inhibitors: E. coli growth inhibition. 330,000 tested, 0.27% active. inhibition, % at 11.9 µM. E. coli V3065 growth, OD600 absorbance, 18 h. AID 449728;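 active means inhibition above the campaign's mean inhibition across all tested compounds plus 3 SD, cut at about 9.9% in these data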;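 further: uninfected addAB+ strain grown without phage in ampicillin broth; 0% = DMSO wells and 100% = ciprofloxacin 0.95 µg/ml wells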
SR-BI DiI inh: inhibitors of mouse SR-BI mediated HDL lipid uptake; ldlA[mSR-BI] CHO cells, DiI-HDL uptake fluorescence, 3 h; inhibition, % at 12.5 µM; 320,000 tested, 0.96% active;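 active means mean replicate inhibition of at least 70% and a set share of replicates each scoring 70 or more; inconclusive means meets just one of the two criteria; inactive means fails both criteria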;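 further: 0% = median of neutral control wells and 100% = median of positive control wells; values of inactives mirror those of a sister screen read the other way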
Target sequence (Q61009 whole entry, looked up): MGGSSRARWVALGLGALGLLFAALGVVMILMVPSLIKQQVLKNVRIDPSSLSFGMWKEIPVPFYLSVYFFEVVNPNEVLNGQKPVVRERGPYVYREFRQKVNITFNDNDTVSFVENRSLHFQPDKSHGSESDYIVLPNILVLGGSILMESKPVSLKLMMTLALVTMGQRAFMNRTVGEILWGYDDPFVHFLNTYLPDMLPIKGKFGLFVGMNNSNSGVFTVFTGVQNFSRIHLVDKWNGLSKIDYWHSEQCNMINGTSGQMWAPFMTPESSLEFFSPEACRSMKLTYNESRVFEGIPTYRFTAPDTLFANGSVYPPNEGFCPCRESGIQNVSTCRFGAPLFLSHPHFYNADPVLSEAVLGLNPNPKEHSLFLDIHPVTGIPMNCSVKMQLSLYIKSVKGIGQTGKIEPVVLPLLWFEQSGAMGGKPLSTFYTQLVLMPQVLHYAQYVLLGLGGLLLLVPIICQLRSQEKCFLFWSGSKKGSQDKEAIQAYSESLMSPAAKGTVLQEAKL
MITF TRPM1 HTS: MITF TRPM1 promoter activation in melanoma cells | activation, % at 12.5 µM | AID 588334 | 300,000 tested, 0.75% active | SK-MEL-5 TRPM1-promoter luciferase, 24 h; % of positive control, neutral wells = 0;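 active means mean activation of at least 80% with every replicate also reaching 80%; inconclusive means mean reaches 80% but some replicate falls short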;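 further: 0% = neutral control wells and 100% = parthenolide positive control wells; values of inactives mirror those of a sister screen read the other way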
Wnt bcat act: Wnt/beta-catenin pathway activation | Wnt/beta-catenin reporter cell assay, activator, plate reader | activation, % at 9.35 µM | 300,000 tested, 1.2% active; in the data active means activation above about 30%, passing the limit was not always enough; inconclusive means no clear call, values can overlap the other calls;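 further: 0% = neutral control wells and 100% = positive control wells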
SR-BI uptake up: enhances SR-BI lipid uptake from DiI-HDL | 320,000 tested, 0.096% active | activation, % at 12.5 µM | CHO ldlA[mSR-BI] cells, DiI-HDL uptake fluorescence, 3 h; 100 = double the neutral-control signal;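 active means mean replicate activation of at least 60% and every replicate at or above 60%; inconclusive means mean or all-replicate condition met, but not both; inactive means mean below 60% and not all replicates reaching 60%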;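 further: 0% = median plate neutral-control signal and 100% = twice that signal; values of inactives mirror those of a sister screen read the other way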
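Assay system: LDL receptor-deficient CHO ldlA cells overexpressing murine SR-BI / Medium: BSA-supplemented, HEPES-buffered Ham's F12, pH 7.4 / Probe or stimulus: DiI-labelled HDL at 10 µg/mL final / Timing: compound with DiI-HDL co-incubation, 3 h at 37 °C / Technique: bottom-read cell fluorescence after medium removal, ex 550/em 595 nm / Measure: HDL uptake via cellular fluorescence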
* marks the source's active call; other numbers are inactive results; u = inconclusive; x = not tested or not shown.

SMILES	Tat transport	CAL PDZ FP-1	AddAB inh	CAL PDZ FP-2	phage Ecoli inh	E coli growth	SR-BI DiI inh	MITF TRPM1 HTS	Wnt bcat act	SR-BI uptake up
Cc1cc(C)cc(OCC(=O)Nc2cnn(CCCC(=O)O)c2)c1	2	-1.7	-0.7	0	0.9	1.8	3	-11	-1	-3
O=C(O)CN1C(=O)/C(=C\c2ccccc2OCc2ccc(Cl)cc2Cl)SC1=S	11	-2.8	2.4	-4	-1.9	0.5	-25	x	-7	25
CCCc1cc(Nc2c(C)n(C)n(-c3ccccc3)c2=O)n2c(nc3ccccc32)c1C#N	9	1.2	2.4	-17	4.3	1.2	0	-10	-3	0
C/C=C\C=C\C(=O)N1CC2(CC(c3cccc(NC(=O)COc4ccc(Cl)cc4)c3)=NO2)C[C@H]1C(N)=O (some centres undefined)	-6	-2.2	0.3	-6	-2.8	-3.1	46	10	-3	-46
O=C1CN(N=Cc2ccco2)C(=O)N1	-3	0.4	x	0	3.5	x	x	10	-1	x
CC(=O)c1cccc(NC(=O)COc2ccc(S(=O)(=O)N3CCCCC3)cc2)c1	6	-1.9	2.7	-8	0.9	1.8	10	-6	-1	-10
Cc1csc(=O)n1CCC(=O)OCC(=O)Nc1ccc(F)c(F)c1F	-3	-0.1	5.8	-1	-0.2	-1.4	-39	5	-3	39
Cc1ccc(S(=O)(=O)N(C)CCCC(=O)NCc2ccc3c(c2)OCO3)cc1	8	-1.4	5.5	3	-2.5	-0.3	x	0	-2	x
CCc1ccc(/C=C2/C(=O)N(CC)C(=S)N2C)s1	5	-2.5	-3.9	-2	1.3	3.1	9	-2	1	-9
O=C1CC(c2ccccc2)Sc2nc3ccccc3n21 (centres undefined)	-1	0.1	6.2	-3	2.6	2.3	-3	57	35*	3
CCCn1nc(C(=O)Nc2ccc3c(c2)OCO3)c2ccccc2c1=O	7	2.4	1.0	-1	3.1	-1.1	23	12	3	-23
NC(=O)c1ncn([C@@H]2O[C@H](CNCc3ccc(OCC(=O)Nc4nccs4)cc3)[C@@H](O)[C@H]2O)n1	-2	-1.6	x	-4	1.4	x	-29	14	0	29
CC(=O)NC(NC(=S)Nc1ccc(S(N)(=O)=O)cc1)C(Cl)(Cl)Cl (centres undefined)	5	-2.4	-0.9	-2	0.9	1.5	x	6	-7	x
COc1ccc(NS(=O)(=O)c2c(C(=O)N3CCCCCC3)c(C)n(C)c2C)cc1OC	-1	-0.5	4.2	-2	3.1	-0.8	-4	-1	0	4
CN(C(=O)c1ccc(NC(=O)Cc2cccc([N+](=O)[O-])c2)cc1)C1CCCC1	-16	-1.2	0.9	0	-0.2	-1.0	32	x	-4	-32
COc1ccc(C2CC(c3cccs3)=NN2S(C)(=O)=O)cc1OC (centres undefined)	-1	-1.4	4.6	3	1.6	-0.7	-2	-2	0	2
CCCN(S(=O)(=O)c1ccc(OCC)cc1)S(=O)(=O)c1cccs1	-1	-1.6	3.0	1	1.5	-1.0	32	x	2	-32
COCCn1c(=S)[nH]c2cc(C(=O)NCCc3ccc(OC)c(OC)c3)ccc2c1=O	-7	-0.2	2.0	x	5.0	-1.7	-9	-12	3	9
COc1ccccc1NC(=O)COC(=O)CCn1c(C)csc1=O	-6	-3.6	2.4	4	0.4	-0.4	-7	-13	0	7
O=C(NCCCO)/C(=C\c1cn(-c2ccccc2)nc1-c1cccnc1)NC(=O)c1ccccc1	3	-4.4	2.6	-4	5.1	1.3	-10	-15	-11	10
COc1ccc2[nH]c3c(c2c1)CCN1C(=O)N([C@@H](C)C(=O)NCc2c(F)cccc2Cl)C(=O)[C@]31C	-7	1.5	3.2	2	1.4	2.0	39	x	-2	-39
COc1ccc(NC(=O)c2ccc(F)c(F)c2)c2ccccc12	6	-1.1	-1.2	-6	1.7	1.6	17	2	3	-17
CS(=O)(=O)N(CC(=O)NCCSc1ccc(Cl)cc1)c1ccc2c(c1)OCO2	-7	0.4	3.8	3	-0.5	-1.8	12	-6	x	-12
CCOC(=O)c1c(/N=C/N(C)C)sc(/C=N/Nc2ccccc2)c1-c1ccc(Cl)cc1	5	-1.5	3.6	-3	2.4	1.6	47	-6	-2	-47
CN1C(C(=O)NCc2cccc(Br)c2)CC2Cn3c(nc4ccccc43)C21 (centres undefined)	-5	-1.1	3.5	-1	1.8	0.3	21	-7	-5	-21
Cc1ccc(Cl)cc1NC(=O)CCC(=O)NCc1ccco1	18	0.4	3.8	0	2.9	1.0	-15	x	-3	15
COc1ccc(C(=O)NC2CCCc3c2cnn3-c2ccccc2F)cc1OC (centres undefined)	-2	-0.7	-0.2	0	1.3	-1.5	6	-27	-1	-6
COC(=O)COc1ccc(-c2ccc(F)cc2)cc1C=O	-1	-1.2	2.2	2	4.0	1.3	-11	-15	-2	11
CC1CCN(S(=O)(=O)c2ccc(Cl)s2)CC1	3	-1.5	2.7	-3	1.3	1.5	-23	9	-5	x
CCOC(=O)C(NC(=O)c1ccc(OC)cc1)(N1CCCC1=O)C(F)(F)F (centres undefined)	-12	0.2	0.3	-3	6.0	-4.2	-29	5	x	29
O=c1[nH]c(=O)n(Cc2ccco2)c2c1C(C(F)(F)F)(C(F)(F)F)N=C(CCc1ccccc1)N2	2	-0.2	1.3	x	3.6	2.5	-1	-3	7	1
Cc1csc2ncc(C(=O)NCCc3ccccc3)c(=O)n12	16	0.0	2.9	11	1.9	1.6	-21	24	2	21
CCSc1nnc(Cc2cc(=O)[nH]c(=O)[nH]2)n1-c1cccc(C)c1	20	-0.9	-0.8	x	3.3	-0.5	-12	-3	-3	12
CCN(CC)CCn1c(SCC(=O)NCc2ccco2)nc2c(sc3ccccc32)c1=O	1	-1.3	0.3	-1	2.0	-1.1	-488	x	47*	u
Cc1ccccc1-c1coc2cc(O)ccc2c1=O	-4	-0.1	0.2	0	1.8	-1.8	-3	14	-1	6
COc1ccccc1N1C(=O)C=C(Sc2nc(C)cc(C)n2)C1=O	x	x	3.6	x	3.1	-2.5	x	x	-5	x
CC(C)CC[n+]1ccn(-c2nc3ccccc3nc2[N-]S(=O)(=O)c2ccc(Cl)cc2)c1	5	0.0	0.1	-7	1.8	0.2	-11	x	2	11
COc1ccc(N2CC(C(=O)NCCCN3CCOCC3)CC2=O)cc1 (centres undefined)	0	-0.2	0.6	x	1.1	-0.7	-17	4	x	17
O=C(Cc1c[nH]c2ccccc12)N1CCN(c2ccccc2)CC1	-4	-0.6	1.2	-3	2.7	-1.8	9	0	-2	-9
O=C(c1cccc(S(=O)(=O)Nc2ccc(F)cc2)c1)N1CCC1	-2	-0.3	0.3	-2	-1.2	-1.6	-3	-5	-5	3
Cc1cc(NC(=O)Nc2cccc(C(F)(F)F)c2)no1	-9	-5.2	0.9	-1	4.6	2.5	31	x	-7	-31
O=[N+]([O-])c1cccc(Cl)c1N1CCOCC1	-12	-0.4	2.4	0	-1.0	0.7	-16	1	-3	16
Nc1ccc(Sc2ccccc2)nc1	1	0.0	2.1	-4	2.5	-2.9	-17	-4	3	17
CC(C)(C)c1ccc(/C=N/NC(=S)NCc2ccccc2)cc1	-9	-0.2	1.0	1	3.3	0.3	-1	-5	-2	1
Cc1ccc(CN(Cc2cccnc2)C(=S)Nc2cc(Cl)ccc2C)cc1	5	12	4.3	-4	2.2	-0.8	-8	2	-11	8
Cc1cc(C)c2cc(CN(Cc3ccco3)C(=S)NCC3CCCO3)c(=O)[nH]c2c1 (centres undefined)	5	-1.1	-1.1	x	2.0	-3.1	-6	2	-2	6
COc1cc(/C=C2\CCCc3c2nc2ccccc2c3C(=O)O)cc(Cl)c1O	11	0.9	3.5	-2	-0.8	-1.6	-26	-13	-2	26
CN(C)CCCNc1nc(N)c([N+](=O)[O-])c(NCc2ccccc2)n1	2	-0.9	x	-2	0.8	x	0	-1	-2	0
COC(=O)c1cc2ccccc2c(-c2c(OC)c(C(=O)OC)cc3ccccc23)c1OC	0	-0.2	1.8	-4	1.2	0.1	7	x	-6	-7
COc1cc(Br)cc(/C=C/c2ccc3cccc(O)c3n2)c1OC	-2	-0.2	-2.6	3	3.3	-3.0	54	-22	1	-54
Cc1ccc(-c2csc(NC(=O)CSc3nc4ccccc4[nH]3)n2)cc1	-6	-2.9	x	-4	2.6	x	17	7	x	-17
Cc1ccc(-n2nc3c(c2NC(=O)C2CCCC2)CS(=O)(=O)C3)cc1	7	-0.8	-2.2	-1	1.0	-0.7	x	-9	-1	x
O=C(COC(=O)CNS(=O)(=O)c1ccc(F)c(F)c1F)NCCc1ccccc1	2	-0.8	-0.2	0	5.0	0.9	-1	-24	0	1
COC(=O)CCC(=O)c1oc2ccc(Cl)cc2c1NC(=O)CCCN1C(=O)c2ccccc2C1=O	-4	-3.1	-0.3	-13	0.5	-2.1	12	2	x	-12
Cc1ccc(S(=O)(=O)N2CCN(CC(=O)N/N=C/c3ccco3)CC2)cc1	0	-0.9	0.5	0	-1.7	1.8	-39	3	-2	39
COc1cccc(OCCn2ccnc2)c1	0	-1.8	2.5	-1	2.8	-0.7	-2	-14	x	2
COc1ccc(CN2C(=O)/C(=C/c3ccncc3)SC2=S)cc1	-6	-0.4	0.6	-2	2.1	-4.3	2	-7	x	-2
COc1ccccc1NC(=O)CSc1nnc(NC(=O)C2CCC2)s1	2	-1.3	2.6	-8	1.7	0.4	1	0	-1	-1
CCCc1cc(-c2n[nH]c(=S)n2CC)cs1	-6	-3.3	-1.9	-1	0.3	-0.8	-10	1	-1	10
CN(C)S(=O)(=O)c1ccc(Cl)c(NC(=O)COC(=O)c2cc(-c3ccccc3)nc3ccccc23)c1	4	0.0	1.1	2	3.8	1.0	22	7	-2	-22
Next part:
SMILES	Tat transport	CAL PDZ FP-1	AddAB inh	CAL PDZ FP-2	phage Ecoli inh	E coli growth	SR-BI DiI inh	MITF TRPM1 HTS	Wnt bcat act	SR-BI uptake up
COc1ccc2c(C)cc(N3CCN(Cc4ccccc4)CC3)nc2c1	1	-0.5	1.8	-2	0.7	2.6	11	8	0	-11
O=C1CCCc2nc(N3CCN(Cc4ccccc4)CC3)ncc21	1	0.2	0.6	-5	3.6	1.4	-7	7	-5	7
O=C(O)CCC(=O)N1CCc2cc(S(=O)(=O)NCc3ccc(Cl)cc3)ccc21	-3	0.0	2.4	x	-1.1	1.4	-11	-13	0	11
Cc1cc2cc3c(cc2nc1SCC(=O)N1CCCC1)OCCO3	5	-6.4	x	-8	-0.5	x	x	13	-1	x
COc1ccc(-c2csc(NC(=O)CSc3nnnn3C)n2)cc1OC	0	-1.5	2.0	-2	4.5	1.9	27	15	10	-27

Source: PubChem BioAssay
